LGR2 antag – inhibitors of bursicon-induced Drosophila LGR2 receptor cAMP signaling; 0.35% of 380,000 active; HEK293 LGR2, CRE-luciferase, bursicon-stimulated, 4 h; inhibition, % at 9.99 µM; AID 720647;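 active means drop in luminescence signal, shown as inhibition above about 50% in the replicate tests, limit read from the data, passing the limit was not always enough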;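 further: agonist challenge used bursicon conditioned medium at about half maximal strength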
Cneo AK release – Cryptococcus neoformans lysis via adenylate kinase release; AID 651654; 0.2% of 360,000 active; C. neoformans lysis, adenylate kinase release luminescence, 4 h; normalised: neutral wells 0, clomiphene wells 100; lysis activity, % at 15 µM;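 active means mean lysis activity across replicates of at least 80%, whatever share of replicates individually reach that level; inactive means mean lysis activity below 80%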
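Test system: log-phase Cryptococcus neoformans yeast cells. Input: 5 × 10^6 yeast cells/mL. Medium: fresh YPD growth medium. Doses: single dose. Incubation: static 4 h at 37 °C with compound, 1 h detection. Measured by: luminescent adenylate kinase detection reagent. Read-out: signal increase indicating cell lysis. Benchmarks: Clomiphene.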
PglD DTNB – inhibitors of Campylobacter jejuni PglD acetyltransferase; purified PglD enzyme, DTNB colorimetric CoA detection; inhibition, % at 12.5 µM; 0.098% of 360,000 active; in the data active means inhibition above about 16%, passing the limit was not always enough; further: strong numbers were not always called active
C2C12 statin – protects C2C12 myotubes from simvastatin toxicity; AID 602340; 0.78% of 330,000 active; ATP luminescence, 48 h; scaled: DMSO 0, geranylgeraniol control 100; rescue of ATP level, % at 7.49 µM;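 active means mean ATP rescue above about 67%, or every replicate alone reaching that limit, limit read from the data, passing the limit was not always enough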;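 further: myotubes were challenged with 10 µM simvastatin during compound exposure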
ARNT TACC3 PPI – ARNT/TACC3 interaction disruption; Q9Y6A5; AlphaScreen His-ARNT PAS-B/GST-TACC3 binding, luminescence; TACC3 fragment carries E629A point mutation; inhibition, % at 9.99 µM; 0.66% of 390,000 active; AID 623870;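 active means mean inhibition of replicates at least 50% and at least half of replicates each reaching 50%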;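 further: 0% = complete ARNT plus TACC3 wells and 100% = ARNT alone without TACC3; many hits fall short of the cut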
PAX8 inh HTS – lowers PAX8-driven luciferase in RMG-I cells; AID 652154; RMG-I TPO-luciferase reporter, SteadyGlo, 24 h; inhibition, % at 12.6 µM; 1.2% of 360,000 active;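 active means mean replicate inhibition at least 60% with every replicate also reaching 60%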;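 further: luciferase light reporting Pax8 driven TPO promoter activity; plate controls were median of neutral control wells for no effect and mitoxantrone controls for full effect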
INS-1E GSIS act – primary screen for activators of insulin secretion dependent on glucose, INS-1E cells, GLuc reporter luminescence. INS-1E GLuc reporter insulin secretion, 2-3 h. activation, % at 16.6 µM. 0.61% of 370,000 active. AID 743287;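 active means lowest replicate activation of at least 40%, so every replicate reaches that level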;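 further: 0% = median of neutral control wells and 100% = median of IBMX positive control wells; some compounds called inactive have numbers as strong as hits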
PGC1a acetyl inh – modulators of PGC1a acetylation; U2OS PGC1a acetylation, AlphaScreen anti-acetyl-lysine; with virally co-expressed GCN5 acetyltransferase; inhibition, % at 15.6 µM; 0.17% of 350,000 active; AID 651687;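 active means every replicate shows inhibition of at least 40%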;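 further: 0% = neutral control wells and 100% = positive control wells; some results beyond the cut were filed as inactive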
* marks the source's active call; other numbers are inactive results; x = not tested or not shown; & = joins results of further samples.

Every second line gives: LGR2 antag	Cneo AK release	PglD DTNB	C2C12 statin	ARNT TACC3 PPI	PAX8 inh HTS	INS-1E GSIS act	PGC1a acetyl inh
CCC(/C=N/NC(=O)C(=O)N/N=C/C(CC)CC)CC
  -3.6	72.3	-5.7	x	-14.4	-19.0	0.1	x
N#Cc1c(N2CCCC2)ccc(Br)c1Cl
  9.0	x	x	-6.9	-6.8	-6.3	12.4	-1.0
CC(N=C1NS(=O)(=O)c2ccccc21)C(=O)NCc1ccncc1 (stereo unspecified)
  -6.3	x	-5.5	-4.7	-3.5	12.1	1.7	-8.6
Cc1c(C(=O)N2CCCCCC2)c(S(=O)(=O)Nc2ccccc2F)c(C)n1C
  -8.5	-5.8	-9.2	3.9	-4.7	4.0	0.5	4.0
O=c1cc(CO)oc(C(Nc2ccccn2)c2cccc(F)c2)c1O (stereo unspecified)
  29.2	-0.3	-8.4	3.8	1.4	-7.6	-14.2	0.5
CN(Cc1ccccc1)S(=O)(=O)c1cccs1
  13.8	-0.6	-0.7	-17.4	4.5	x	-13.5	-20.4
CCCCn1c(N)c(N(CC(C)C)C(=O)c2ccc(S(=O)(=O)N3CCCCC3)cc2)c(=O)[nH]c1=O
  -5.7	3.2	0.6	1.2	0.0	-8.7	-9.7	x
COCC(=O)N1[C@@H](CO)[C@@H](c2ccc(-c3ccccc3OC)cc2)C12CN(C(C)=O)C2
  -17.5	x	x	x	x	2.5	-8.7	8.5
O=C(OCC(=O)N1CCCC1)c1c[nH]c2ccccc12
  -26.4	3.4	1.7	1.5	-23.7	-35.4	-2.5	2.3
Cn1ncc(Cl)c1C(=O)N/N=C/c1cc2c(cc1[N+](=O)[O-])OCO2
  -2.0	x	x	x	2.8	0.2	-2.2	x
N#CCCN(Cc1cccnc1)C(=S)Nc1ccccc1Cl
  -13.9	x	x	x	2.4	0.5	8.5	x
CCC(=O)Nc1ccc2c(c1)OC[C@@H](C)N(CCc1ccccc1)C[C@H](C)[C@@H](OC)CN(C)C2=O
  9.0	-3.2	-0.7	9.2	-3.9	5.0	0.6	-13.1
CCN(CC(=O)Nc1c(F)cccc1F)C(=O)C1COc2ccccc2O1 (stereo unspecified)
  -9.1	-2.4	-4.0	-8.8	31.7	13.8	8.5	x
C[C@H]1CN([C@@H](C)CO)C(=O)Cc2cc(NS(C)(=O)=O)ccc2O[C@H]1CN(C)C(=O)Nc1ccc(C(F)(F)F)cc1
  14.7	7.9	-0.7	4.7	-0.5	-7.4	-1.0	5.9
O=C(O)c1ccc(CN2C(=O)c3ccc(Oc4ccc([N+](=O)[O-])cc4)cc3C2=O)cc1
  1.0	1.2	6.1	23.4	29.2	1.1	18.8	-5.4
O=C(Nc1ccc2c(c1)CCCN2C(=O)c1cccs1)c1cccc(F)c1
  -18.5	-3.2	8.4	-12.5	5.3	-47.3	1.5	-13.9
O=C(NCC[C@@H]1CC[C@@H](NC(=O)C2CCCC2)[C@H](CO)O1)Nc1ccc(Cl)cc1
  -32.6	2.6	1.8	-5.6	-10.1	-31.9	-3.8	-4.6
CS(=O)(=O)N1Cc2ccccc2CC1C(=O)O (stereo unspecified)
  4.3	-0.6	-3.2	14.9	-1.6	6.8	0.9	7.9
N#C[C@H]1[C@@H](c2ccc(-c3cccc(F)c3)cc2)[C@H](CO)N1C(=O)c1cccnc1
  -19.4	2.3	-0.7	-12.4	-44.8	-3.5	-0.7	-0.4
CCOc1ccc(/C=N/NC(=O)c2csc(C)c2C)c(OCC)c1
  4.7	2.5	0.0	x	3.7	25.9	x	1.5
Cc1ccc(S(=O)(=O)c2c(C)cc(C)[nH]c2=O)cc1
  -6.7	-2.2	-1.3	-6.3	-4.5	10.6	5.9	x
CCOC(=O)N1CCN(C2=NC3(CCCCC3)C(C#N)C(=O)N2)CC1 (stereo unspecified)
  x	0.9	-4.9	-5.8	-6.1	-9.3	x	1.7
COCC#Cc1cnc2c(c1)C(=O)N([C@@H](C)CO)C[C@H](C)[C@H](CN(C)Cc1ccc(-c3ccccc3)cc1)O2
  -7.8	x	x	31.0	x	x	-18.8	-11.5
CC1=C(C(=O)N(C(C)C)C(C)C)CC(CC(=O)NCCCN(C)C)C(=O)N1CCCN1CCCC1=O (stereo unspecified)
  8.7	-0.6	2.6	3.3	x	-3.1	0.7	14.4
Cc1csc(SCC(=O)Nc2ccc(C)c(S(=O)(=O)N(C)C)c2)n1
  8.9	-3.3	3.7	2.9	x	6.4	-7.5	-10.3
C[C@H](CO)N1C[C@H](C)[C@@H](CN(C)CC2CCOCC2)Oc2cc(C3=CCCC3)ccc2S1(=O)=O
  1.4	4.8	-3.1	-2.2	7.5	6.5	-16.4	-13.7
C[C@H](CO)N1C[C@H](C)[C@@H](CN(C)C(=O)Nc2ccccc2)OCc2cn(nn2)CCCC1=O
  12.7&-5.7	-2.8	8.6	-5.7&4.4	-1.8	-20.4&0.7&-12.4	-11.3&5.7	3.4&-5.6
N#CCCn1cc(C(CC(=O)c2ccccc2)C(=O)O)c2ccccc21 (stereo unspecified)
  x	-0.6	-2.3	6.1	0.9	-17.3	x	-9.9
CN1C(=O)C(CC(=O)NC2CCCCC2)N(C)C1=O (stereo unspecified)
  -6.6	x	x	x	-0.1	12.6	-3.6	1.9
Clc1cccc(CSc2nnc(-c3cccnc3)n2Cc2ccco2)c1
  1.9	x	x	26.3	13.2	x	-1.9	-2.8
COc1ccc(-c2cc3nc(C4CCN(C(=O)OC(C)(C)C)CC4)c(C(=O)O)cn3n2)cc1
  -18.1	0.5	-1.4	34.5	0.3	x	16.6	0.1
CCOC(=O)C1C(C(=O)OC)=C(c2ccc(F)cc2)c2ccccc2N1S(=O)(=O)C(F)(F)F (stereo unspecified)
  -7.1	-0.1	6.5	6.6	-4.1	-12.8	-14.5	7.1
CCOC(=O)C1C(c2ccc(OC)c(OC)c2)c2c([nH][nH]c2=O)CC1(C)O (stereo unspecified)
  -10.9	x	x	-0.4	-2.8	7.7	3.0	-5.8
C#CCNC(=O)C1CCN(c2ccc(S(=O)(=O)N3CCOCC3)cc2Cl)CC1
  36.7	4.3	1.0	-4.3	-4.5	-20.2	1.2	10.6
Nc1ccc(-n2cc(-c3ccccc3)[nH]c2=S)cc1
  -1.6	-1.3	-1.1	4.2	2.9	-61.6	-3.7	-1.3
O=C(c1cccnc1)N1CC[C@@H]2[C@@H](CO)Nc3ccc(C4=CCCCC4)cc3[C@@H]21
  -15.2	-12.7	-3.8	-2.5	10.5	7.1	11.1	9.0
O=C(C[C@@H]1CC[C@@H](NC(=O)Nc2ccc(C(F)(F)F)cc2)[C@@H](CO)O1)NCCN1CCCC1
  9.1	-1.6	-3.1	4.0	-7.1	-3.4	-3.3	4.6
CCc1ccc2c(c1)CCCN2C(=O)c1ccccc1C(=O)O
  x	-3.9	0.5	-130.8	49.0*	x	x	-1.4
COc1ccc(C(CNCC(=O)Nc2ccccc2F)N(C)C)cc1 (stereo unspecified)
  -1.3	0.2	0.8	-4.1	10.5	4.4	7.0	10.5
COc1ccc(CNC(=O)c2cc(S(=O)(=O)N3CCCCC3)ccc2Cl)cc1OC
  2.2	0.5	-0.9	-0.3	1.9	26.4	x	26.1
C[C@@H]1CCCCO[C@H](CN(C)Cc2ccncc2)[C@@H](C)CN([C@@H](C)CO)C(=O)c2cc(NS(=O)(=O)c3ccccc3)ccc2O1
  -8.5	-0.4	2.1	x	-16.9	7.1	-0.4	-5.9
Cn1c(CCCOc2ccc(Cl)cc2Cl)n[nH]c1=S
  -19.4	x	x	x	-4.1	-46.8	1.8	-5.5
CCOc1ccc(-c2cc(C(=O)N/N=C/c3ccc(O)cc3)c3ccccc3n2)cc1
  24.4	x	x	x	-1.7	-38.8	-5.3	x
COc1ccc(C2CC(=O)Nc3cc(C)c(C)cc32)c(OC)c1OC (stereo unspecified)
  x	0.3	4.5	x	-1.9	x	x	-6.7
O=C(COc1cccnc1[N+](=O)[O-])NCc1ccc(F)cc1
  -16.5	-2.0	-3.8	-3.8	-2.2	4.0	11.8	5.6
CCc1nn(C(C)C(=O)NCCN2CCN(c3cccc(C)c3C)CC2)c(=O)c2cc3occc3n12 (stereo unspecified)
  x	1.2	-2.9	10.3	1.5	x	x	-5.8
O=C(NNC1=NCCC1)c1cccc(S(=O)(=O)N2CCCC2)c1
  -4.9	0.3	4.5	4.0	x	-17.2	10.9	0.7
COc1ccccc1-n1cc(-c2ccc(Br)cc2)[nH]c1=S
  -4.6	2.2	2.2	14.0	4.5	-0.9	2.5	3.3
Cc1nc2n[nH]c(N)c2c2c1CCCC2
  1.5	-9.4	0.6	11.4	-2.8	15.6	29.9	3.7
Cc1ccc(NC(=O)Cn2c(=O)c(C)nc3ccccc32)cc1
  -2.3	x	x	x	-3.3	3.9	12.8	x
CCc1ccc(OC(=O)CN2C(=O)c3ccccc3C2=O)cc1
  -3.7	2.0	-0.9	-5.4	-4.7	2.3	0.1	11.1
CC(=O)C1C(c2ccc(C)cc2)c2c(noc2C)CC1(C)O (stereo unspecified)
  15.3	x	x	6.6	-9.2	0.8	20.2	x
COC(=O)c1ccc2c(=O)n(Cc3ccco3)c(SCC(=O)Nc3ccccc3Cl)nc2c1
  x	2.4	1.4	2.5	-1.4	x	x	-8.3
CN(Cc1ccccc1)S(=O)(=O)c1ccc(OCC(=O)NCc2cccnc2)cc1
  -4.0	-2.6	-4.7	6.9	-2.2	-11.2	-5.9	x
CCC(C)NC(=O)CC(c1ccc(OC)cc1)n1cccc1 (stereo unspecified)
  x	0.5	1.3	6.3	-2.7	x	x	6.3
CCOC(CCn1c(SCc2ccc([N+](=O)[O-])cc2)nc2ccccc2c1=O)OCC
  7.3	x	x	x	-4.4	-9.3	7.9	x
c1ccc(-c2csc3ncn4nnnc4c23)cc1
  x	-20.2	-2.5	3.1	-0.1	x	7.5	-2.8
N#Cc1ccc(CSc2nnc(COc3ccccc3)n2-c2ccccc2)cc1
  7.0	-0.5	6.6	-25.2	-1.0	x	-20.7	-0.5
Cc1noc(C)c1NC(=O)Nc1ccc2c(c1)CC(=O)N([C@@H](C)CO)C[C@@H](C)[C@H](CN(C)C(=O)Nc1ccc(C(F)(F)F)cc1)O2
  -12.5	-0.4	-1.3	9.1	-4.6	x	7.3	4.3
Cc1cccc(C(=O)NN2S(=O)(=O)c3ccccc3S2(=O)=O)c1
  -9.4	1.4	2.0	2.2	x	-27.7	-7.4	x

Next section.
Every second line gives: LGR2 antag	Cneo AK release	PglD DTNB	C2C12 statin	ARNT TACC3 PPI	PAX8 inh HTS	INS-1E GSIS act	PGC1a acetyl inh
Cc1cc(OCC(=O)OCC(=O)N(C)C2CCS(=O)(=O)C2)ccc1Cl (stereo unspecified)
  -3.1	2.7	0.1	16.8	-2.6	-3.1	19.3	x
O=C(CSc1nc2ccccc2s1)NCCOc1ccccc1
  x	-3.6	3.7	x	2.7	92.8*	x	1.6
CCOc1ccc(N(CC(=O)NC(C)(C)C)C(=O)c2ccco2)cc1
  x	-0.7	1.8	-3.0	4.6	-5.0	x	5.6
CCNC(=S)N1CCN(c2nc(-c3cccc(OC)c3)cs2)CC1
  4.8	-1.1	5.3	20.1	4.4	11.7	0.5	x
Cn1nc(C(=O)NCCc2ccc(S(N)(=O)=O)cc2)c2ccccc2c1=O
  3.6	3.5	-4.7	-3.5	7.6	-0.6	4.9	4.6
Cn1nnnc1NCc1cccc(Cl)c1Cl
  0.6	-3.3	0.9	x	-2.2	-5.4	-1.1	-2.0
CCCCCCc1nc2nc(Cl)c(Cl)nc2[nH]1
  10.5	-2.4	0.3	-101.5	x	-2.7	x	3.4
